High-throughput results (PubChem)
NR2E3 ag-1 – human photoreceptor-specific nuclear receptor agonism; Q9Y5X4; CHO-S Gal4-NCOR/VP16-NR2E3 two-hybrid, luciferase; inhibition of corepressor binding, % at 3.98 µM; actives 0.35% (n = 360,000); AID 602229;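 active = inhibition above the mean of all tested compounds plus 3 SD, cut at about 70% in these data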;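 note: 0% = DMSO with NR2E3 transfected cells and 100% = cells lacking NR2E3 construct; higher means lower luciferase signal from less NR2E3 corepressor binding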
Target sequence (Q9Y5X4 whole entry, looked up, the tested form may be a part): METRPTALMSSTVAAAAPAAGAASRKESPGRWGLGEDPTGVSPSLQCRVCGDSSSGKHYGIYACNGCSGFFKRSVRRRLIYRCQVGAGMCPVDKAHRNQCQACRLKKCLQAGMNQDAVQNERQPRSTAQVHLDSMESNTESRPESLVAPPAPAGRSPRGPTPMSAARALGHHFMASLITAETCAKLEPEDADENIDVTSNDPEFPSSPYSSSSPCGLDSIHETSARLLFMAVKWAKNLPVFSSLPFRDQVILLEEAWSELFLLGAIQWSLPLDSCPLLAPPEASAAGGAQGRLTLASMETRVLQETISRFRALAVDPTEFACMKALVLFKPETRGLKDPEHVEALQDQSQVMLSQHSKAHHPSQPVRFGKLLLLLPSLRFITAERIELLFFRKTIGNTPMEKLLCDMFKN
NR2E3 ag-2 – NR2E3 (human) agonism. actives 0.12% (n = 320,000). inhibition of corepressor binding, % at 4.78 µM. GST-NR2E3/biotin-RetCOR TR-FRET, 1536-well. AID 2300;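 active = percent inhibition above the cutoff of mean plus 3 SD of all tested compounds, set per screening campaign, cut at about 20% in these data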;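 note: 0% = DMSO wells and 100% = biotin wells as full block of FRET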
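system = GST-tagged NR2E3 plus biotinylated RetCOR corepressor | input = 1.35 nM GST-NR2E3 | also added = 7 nM biotin-RetCOR | schedule = 5 h incubation at 4 °C | measured by = TR-FRET with europium anti-GST and streptavidin-D2, 340 nm excitation | read-out = percent loss of FRET ratio relative to control wells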
TWEAK Fn14 block – inhibitors of TWEAK-Fn14 interaction signaling; TWEAK-stimulated Fn14 reporter cells, luciferase luminescence, 8 h; inhibition, % at 10 µM; actives 2% (n = 360,000); AID 1159606; in the data active = inhibition above about 50%
HIF-2a inh – blocks HIF-2a reporter activity | actives 0.72% (n = 360,000) | inhibition, % at 18.8 µM | 786-0 RCC cells HIF-2a reporter, luciferase luminescence, overnight;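 active = inhibition of the luminescence signal of 40% or more relative to plate controls, in a single-dose primary screen at 18.75 µM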
hiPSC survival – enhancers of human iPSC single-cell survival; hiPSC single-cell survival, ATPlite luminescence; 100% = ROCK inhibitor wells, 0% = DMSO; survival enhancement, % at 20 µM; actives 0.044% (n = 360,000); in the data active = survival enhancement above about 18%;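 note: cells exposed to compounds for 16 hours before the ATP read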
KKLEB cytotox – CF airway cell cytotoxicity counter-screen; KKLEB CF airway cells viability, ATPlite luminescence, overnight; stronger effect = lower value; cells stimulated with P. aeruginosa culture filtrate; activity change (cytotoxicity), % at 5 µM; actives 0.36% (n = 360,000); AID 602141;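 active = corrected activity change at or below -50% at 5 µM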
CF NFkB inh – inhibitors of cystic fibrosis induced NF-kB; KKLEB NF-kB-GFP reporter, PAF-induced, GFP fluorescence overnight; inhibition, % at 5 µM; actives 0.86% (n = 360,000); AID 588850;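 active = at least 50% inhibition at 5 µM, scaled per plate between neutral and stimulator controls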;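 note: PAF is a Pseudomonas aeruginosa culture filtrate used as stimulus; plate controls were PAF-stimulated DMSO wells for no effect and unstimulated DMSO wells for full effect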
Shn3 3UTR inh – reduces Shn3 3'UTR luciferase signal in osteoblasts | Clone20 osteoblast Shn3 3'UTR firefly luciferase, 24 h | inhibition, % at 12.5 µM | actives 0.52% (n = 360,000) | AID 588674;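 active = mean inhibition of at least 75% with every replicate also reaching 75%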;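 note: 0% = median of neutral control wells and 100% = pilot-screen positive control compound; some compounds past the cut are filed as inactive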
TRPM1 prom inh – MITF TRPM1 promoter inhibition in SK-MEL-5 cells; SK-MEL-5 TRPM1 promoter luciferase, 24 h; inhibition, % at 12.5 µM; actives 0.83% (n = 330,000); AID 488899;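 active = mean inhibition across replicates of 60% or more, whatever share of single replicates reaches that level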; note: values of inactives mirror those of a sister screen read the other way
aDG glyco up – alpha-DG glycosylation activation. activation, % at 10 µM. Pro5-aDG cells, alpha-DG glycosylation AlphaScreen (IIH6); 0% Pro5, 100% B10-LARGE cell signal. actives 0.22% (n = 360,000). AID 624168;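 active = activation of at least 8% versus controls, or a plate z-score of at least 8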;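 note: Pro5 are CHO cells carrying HIG-tagged alpha-DG that lacks glycosylation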
Peg3 promoter – reduces Peg3 promoter-driven luciferase expression in HeLa; actives 1.7% (n = 360,000); HeLa PEG-Prom luciferase reporter, luminescence, overnight; AID 588405; inhibition, % at 20 µM;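 active = inhibition of at least 50% at 20 µM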
Starred values were filed as active, the others as inactive; . = not tested or not shown. Rows are unselected; any-hit rate near 4.4%.

nr	compound	hiPSC survival	KKLEB cytotox	aDG glyco up	Shn3 3UTR inh	Peg3 promoter	HIF-2a inh	TWEAK Fn14 block	NR2E3 ag-2	NR2E3 ag-1	TRPM1 prom inh	CF NFkB inh
1	CC(=O)OCCOc1nc(NC(C)C)nc(NC(C)C)n1	-0.5	4	0.1	-2	-7	16	-13	3	5	2	2
2	OCCOCCOc1ccccc1OCCOCCO	-2.2	4	0.1	-8	4	20	-4	1	-5	-2	-26
3	O=C(O)c1ccc2c(c1)C(=O)N(Cc1ccc3c(c1)OCO3)C2=O	0.0	1	-0.2	-3	7	6	0	1	-15	8	3
4	COc1ccc(N2CCN(C(=O)CSc3ccc(C)cc3)CC2)cc1	-0.5	2	0.8	-1	-10	-15	-4	1	19	-3	-10
5	O=C(NNC(=O)c1cc(OCC(F)(F)F)ccc1OCC(F)(F)F)c1cccc(C(F)(F)F)c1	3.4	-21	0.4	-9	-13	0	-27	0	-13	-4	6
6	O=C(CC1NCCN(Cc2ccccc2)C1=O)Nc1ccccc1 (stereo not drawn)	0.9	14	-0.2	6	2	-13	-9	1	-7	-5	-6
7	C/C(CC1(O)C(=O)N(C)c2ccccc21)=N\O (stereo not drawn)	-1.1	0	-0.1	8	7	-1	-1	-3	-8	0	-24
8	COC(=O)[C@]12CCCCC=C1N(CCC1=CCCCC1)C(=O)[C@H](CC(=O)N1CCCC1)C2	0.4	.	0.0	.	.	3	6	.	-40	.	.
9	O=C(Nc1cccc(S(=O)(=O)NC2=NCCC2)c1)c1cnc(Cl)c(Cl)c1	-0.3	-2	0.5	-7	12	-4	10	4	-1	-6	30
10	CCOc1cc(/C=N/NC(=O)CSc2nncn2C)ccc1OCc1cccc(C)c1	1.6	-15	3.0	-11	-6	-8	-12	0	-40	-4	9
11	O=c1[nH]c(=S)[nH]cc1Oc1ccc(Cl)cc1	5.9	11	-0.2	-36	11	8	-2	.	0	-2	-4
12	COc1ccc(CCNC(=O)COC(=O)c2cc3ccccc3oc2=O)cc1OC	0.0	1	0.0	-54	1	0	-7	.	-28	17	-2
13	CCOc1ccc(-c2csc(NC(=O)CSC3=NC(=O)CN3C(C)=O)n2)c2ccccc12	1.6	6	0.1	-2	7	10	-14	-1	19	-3	-17
14	CCn1c(SCc2cccc(C(=O)O)c2)nnc1-c1ccc(Cl)cc1	0.0	7	0.0	9	-111	-36	12	.	-14	-15	2
15	COc1cc(/C=C2\SC(=O)N(CC(=O)Nc3cccc(C)c3)C2=O)cc([N+](=O)[O-])c1O	-0.6	9	0.0	7	17	21	18	.	1	4	-7

Grouped by structure: the entries above with an aryl methoxy group (3)
nr	compound	hiPSC survival	KKLEB cytotox	aDG glyco up	Shn3 3UTR inh	Peg3 promoter	HIF-2a inh	TWEAK Fn14 block	NR2E3 ag-2	NR2E3 ag-1	TRPM1 prom inh	CF NFkB inh
4	COc1ccc(N2CCN(C(=O)CSc3ccc(C)cc3)CC2)cc1	-0.5	2	0.8	-1	-10	-15	-4	1	19	-3	-10
12	COc1ccc(CCNC(=O)COC(=O)c2cc3ccccc3oc2=O)cc1OC	0.0	1	0.0	-54	1	0	-7	.	-28	17	-2
15	COc1cc(/C=C2\SC(=O)N(CC(=O)Nc3cccc(C)c3)C2=O)cc([N+](=O)[O-])c1O	-0.6	9	0.0	7	17	21	18	.	1	4	-7

Remaining list, next part.
nr	compound	hiPSC survival	KKLEB cytotox	aDG glyco up	Shn3 3UTR inh	Peg3 promoter	HIF-2a inh	TWEAK Fn14 block	NR2E3 ag-2	NR2E3 ag-1	TRPM1 prom inh	CF NFkB inh
16	Cc1cc(C)c2c(CN3CCN(Cc4ccccc4)CC3)cc(=O)oc2c1C	1.9	-6	0.0	4	20	11	-8	-2	16	4	-15
17	Cc1cc2ccccn2c1C(=O)c1cccc(F)c1	0.3	3	0.0	8	5	-29	-23	0	-6	9	-14
18	CSc1nnc2c3ccccc3n(CCc3ccccc3)c2n1	0.0	-8	-0.1	23	37	-35	3	2	-12	-3	-23
19	O=[N+]([O-])c1cccc(S(=O)(=O)NCCc2cccs2)c1	-0.6	6	-0.2	-8	12	13	-10	1	-21	-3	-12
20	CCOC(=O)N1C(=O)C[C@](Sc2ccc(C)cc2)(C(=O)OC)[C@H]1c1ccccc1	-0.7	.	-0.2	.	.	0	15	.	-14	.	.
21	O=C1NC(=S)N/C1=C\c1cccc([N+](=O)[O-])c1	7.2	3	0.3	3	0	-12	17	1	-12	-5	-1
22	CCN(CCNC(=O)C1CCN(S(=O)(=O)c2cccc3nsnc23)CC1)c1ccccc1	0.4	1	0.8	23	1	13	-2	2	-1	2	0
23	CCC(=S)/C=C1\Sc2ccccc2N1CCCS(=O)(=O)O	-2.0	8	-0.2	5	15	5	7	-1	-19	-7	-1
24	CN(C(=O)C1CCN(S(=O)(=O)c2cccs2)CC1)c1ccccc1	-0.1	14	0.6	-3	20	4	0	3	-1	-1	-5
25	C[C@H]1C[C@H]2[C@@H]3CCC4=CC(=O)C=C[C@]4(C)[C@@]3(Cl)[C@@H](O)C[C@]2(C)[C@@]1(O)C(=O)CO	4.7	-24	-0.1	-9	-13	25	2	5	-4	-24	64*
26	Cc1csc2ncnc(N3CCN(C(=O)Nc4ccc(OC(F)(F)F)cc4)CC3)c12	-0.4	-9	0.7	49	27	38	63*	1	14	10	36
27	CCn1c(SCC(=O)Nc2cccc(NC(C)=O)c2)nnc1-c1ccco1	0.0	4	-0.1	6	4	1	27	4	1	-8	-2
28	CCCc1nn2c(=O)cc(CSCC(=O)Nc3ccc(C)cc3)nc2s1	-0.5	3	0.1	-9	-19	0	3	-5	4	0	-23
29	COc1ccc2nc(NC(=S)NC(=O)c3ccco3)sc2c1	-5.8	-23	0.1	-89	-307	-221	49	1	-49	-69	-7
30	CCN(CC)CCn1c(NCc2nc3ccccc3n2Cc2ccccc2)nc2ccccc21	-1.3	-10	0.3	-7	8	5	-16	-1	-13	-15	14

(list continues)
nr	compound	hiPSC survival	KKLEB cytotox	aDG glyco up	Shn3 3UTR inh	Peg3 promoter	HIF-2a inh	TWEAK Fn14 block	NR2E3 ag-2	NR2E3 ag-1	TRPM1 prom inh	CF NFkB inh
31	C=CCn1c(SCC(=O)N(CC)CC)nc(O)cc1=O	2.0	4	-0.2	8	-3	0	11	0	-7	7	-6
32	NC(=O)C[N+]1(CC#CC(O)(c2ccccc2)c2ccccc2)CCCC1	2.2	-10	-0.2	14	20	1	8	5	10	0	14
33	Cc1cc(C)cc(NC(=O)CSc2nnc(CNC(=O)c3cccs3)o2)c1	-1.1	5	-0.2	6	-3	8	-2	2	-22	3	5
34	C[C@H]1CN([C@@H](C)CO)C(=O)CCCn2nncc2CO[C@H]1CN(C)S(=O)(=O)c1cccs1	-3.3	-2	0.9	-6	0	3	7	.	13	.	6
35	COc1ccc(N2CCN(C(CNC(=O)C(=O)NCc3cccnc3)c3ccco3)CC2)cc1 (stereo not drawn)	-0.2	9	0.2	-6	8	11	2	5	-18	6	-5
36	CCOC(=O)CN(c1sc(C)c(C)c1C(=O)OCC)S(=O)(=O)c1ccc(C)cc1	-2.3	-7	0.3	20	9	-35	9	.	14	.	8
37	OCCNC(=S)NCc1ccccc1	0.0	5	0.0	3	20	12	16	-1	2	9	9
38	O=C(CN1CCOCC1)N1CCN(c2nnc(-c3ccccc3)c3ccccc23)CC1	2.6	8	0.0	3	-4	10	-17	1	-7	3	-2
39	COc1ccc(-c2nc(SC(C)C(=O)Nc3ccc(NC(C)=O)cc3)n[nH]2)cc1 (stereo not drawn)	-0.3	9	0.0	-13	4	19	-9	1	-22	10	-14
40	COc1ccccc1CNCC(c1ccccc1)c1ccccc1	-0.3	3	0.2	4	4	14	8	-2	-21	-8	-2
41	COc1ccc(OC)c(S(=O)(=O)NCc2cn3ccsc3n2)c1	0.5	-11	0.6	-15	14	14	6	1	-7	2	18
42	O=C(Nc1nccs1)C1CCN(S(=O)(=O)c2c(Cl)cccc2Cl)CC1	2.7	0	0.0	3	10	-12	29	3	-4	-16	-7
43	CC1CC(C)CN(S(=O)(=O)c2ccc(C(=O)Nc3sccc3C(N)=O)cc2)C1 (stereo not drawn)	-0.3	-9	-0.1	60	47	12	24	3	-2	.	20
44	O=C(/C=C/c1cccc(F)c1)Nc1nccs1	-0.8	3	-0.1	-60	-317	-330	0	-3	-148	-59	-8
45	COc1ccc(CN(C2CCCC2)S(=O)(=O)c2ccc(-n3cnnn3)cc2)cc1	2.3	-7	0.5	22	27	28	-11	2	-10	-6	0

Following part:
nr	compound	hiPSC survival	KKLEB cytotox	aDG glyco up	Shn3 3UTR inh	Peg3 promoter	HIF-2a inh	TWEAK Fn14 block	NR2E3 ag-2	NR2E3 ag-1	TRPM1 prom inh	CF NFkB inh
46	Cc1ccc(C)c2sc(NC(=O)CN3C(=O)CCC3=O)nc12	0.0	7	-0.1	-19	1	8	5	-2	-4	17	-8
47	Cn1cc(-c2cnc3c(NC=O)cc(-c4cccc(C(F)(F)F)c4)cn23)cn1	0.3	-25	0.1	29	43	-12	13	.	-2	.	7
48	O=C(COc1ccccc1[N+](=O)[O-])N/N=C/C=C/c1ccco1	2.9	8	-0.2	-13	-88	-63	2	-3	-17	-37	-5
49	O=C/C(=C\Nc1ccc(S(=O)(=O)CCO)cc1)c1nc2cc(Cl)ccc2o1	-0.2	8	0.5	-30	9	-15	-26	6	10	23	-31
50	Cc1ccc(NC(=O)N2CCCC2C(=O)Nc2ccc3c(c2)OCO3)cc1 (stereo not drawn)	-0.2	1	-0.1	-6	-9	-1	11	4	-7	7	-6
51	Cc1ccc(N(C)S(=O)(=O)c2cccc(C(=O)NNC(=O)c3ccncc3)c2)cc1	-0.1	0	0.0	-5	3	1	-6	1	21	3	-17
52	Cc1ccc(NS(=O)(=O)c2cc(N)ccc2Cl)c(C)c1	-0.6	-10	-0.2	-4	27	15	-20	2	-20	9	-2
